CRE-bla Fsk: Cell signaling CRE-BLA (Fsk stim) | CHO CRE-bla reporter (cAMP response element driving beta-lactamase), forskolin EC10, beta-lactamase ratio | Potency, µM (highest dose often 38.2 µM), without a hit: top-dose activity change, negative = inhibition, hits mostly activators | 71,000 compounds, 2.5% hits | AID 662, 2007; active = well fitted activation curve with a large enough effect in the signal ratio, with a control signal flat, not every such curve was filed as active; inconclusive = small, poorly fitted or top-dose-only effect, or effect the other way, or a change in a side signal; the % refers to the signal ratio; note: potency is the fitted concentration of half-maximal effect; % of control where 0% means no effect
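Titrated compounds plus EC10 NKH 477 on CHO CRE-bla cells, 3 h, 37 °C. CCF4, 2 h RT. Ratio 460/530 nm → AC50.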
Hsp90 Hop PPI: qHTS Assay for Disrupters of an Hsp90 Co-Chaperone Interaction; AlphaScreen TPR2A-His6 binding biotin-Hsp90 C-terminal peptide; Hsp90 C-terminal peptide / TPR2A (Hop) interaction, human; AID 595, 2007; Potency, µM (highest dose often 57 µM), without a hit: at the top dose activity change, negative = inhibition; 71,000 compounds, 0.44% hits; active = well fitted curve in either direction with a large enough effect; inconclusive = small, poorly fitted or top-dose-only effect, or another doubt; note: potency is the fitted concentration of half-maximal effect; % is set by controls: 0 for no effect and ±100 for the full control effect; many of its hits are not listed in these tables
4-MU autofl: qHTS Assay for Spectroscopic Profiling in 4-MU Spectral Region; compound autofluorescence, 340/450 nm, 4-MU equivalents; hits give high values; max dye-equivalent concentration, M; 59,000 compounds, 11% hits; AID 589, 2007; in the data active = max dye-equivalent concentration above about 10 nM; inconclusive = mostly about 1.1 nM to 9.6 nM
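Compounds in 100 mM Tris, pH 8.0, sat 15 min at room temperature before fluorescence was read at 340 nm excitation/450 nm emission; a per-plate six-point 4-MU standard curve converted signals to dye-equivalent concentration at each compound concentration.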
Fluorescein fluor: qHTS Assay for Spectroscopic Profiling in Fluorescein Spectral Region; 59,000 compounds, 0.91% hits; AID 593, 2007; Compound autofluorescence, 480/540 nm, fluorescein-equivalent; hits give high values; max fluorescein-equivalent concentration, M; in the data active = max fluorescein-equivalent concentration above about 10 nM; inconclusive = between about 1.1 nM and that limit
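Compounds were pin-transferred into 100 mM Tris buffer, pH 8.0, and incubated 15 min at room temperature. Fluorescence was read at 480 nm excitation/540 nm emission. Signals were normalized to an on-plate six-point fluorescein standard curve as dye-equivalent concentration.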
Epigenetic mod: qHTS Assay for Epigenetic Modulators; mouse C127i GFP locus derepression, cytometry, 30 h; Potency, µM (titrated, usually from 46.1 µM), without a hit: top-dose GFP derepression (activation); 68,000 compounds, 0.09% hits; note: % of control where 0% means no effect
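Locus derepression in mouse mammary C127i cells whose integrated CMV-GFP reporter is normally silent; GFP expression after 30 h compound treatment was quantified by counting fluorescent cells.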
FLuc inh: qHTS Assay for Inhibitors of Firefly Luciferase | Luciferin 4-monooxygenase (Photinus pyralis), P08659 | Potency, µM (series often up to 57.1 µM), inactives show at the highest dose activity change, negative = inhibition, hits mostly inhibitors | 72,000 compounds, 2.2% hits | purified firefly luciferase, luminescence, 8 min; note: potency is the fitted concentration of half-maximal effect; % is set by controls: 0 for no effect and ±100 for the full control effect; nearly all actives have a fitted effect of over 40% in size
Target sequence (P08659 whole entry, looked up): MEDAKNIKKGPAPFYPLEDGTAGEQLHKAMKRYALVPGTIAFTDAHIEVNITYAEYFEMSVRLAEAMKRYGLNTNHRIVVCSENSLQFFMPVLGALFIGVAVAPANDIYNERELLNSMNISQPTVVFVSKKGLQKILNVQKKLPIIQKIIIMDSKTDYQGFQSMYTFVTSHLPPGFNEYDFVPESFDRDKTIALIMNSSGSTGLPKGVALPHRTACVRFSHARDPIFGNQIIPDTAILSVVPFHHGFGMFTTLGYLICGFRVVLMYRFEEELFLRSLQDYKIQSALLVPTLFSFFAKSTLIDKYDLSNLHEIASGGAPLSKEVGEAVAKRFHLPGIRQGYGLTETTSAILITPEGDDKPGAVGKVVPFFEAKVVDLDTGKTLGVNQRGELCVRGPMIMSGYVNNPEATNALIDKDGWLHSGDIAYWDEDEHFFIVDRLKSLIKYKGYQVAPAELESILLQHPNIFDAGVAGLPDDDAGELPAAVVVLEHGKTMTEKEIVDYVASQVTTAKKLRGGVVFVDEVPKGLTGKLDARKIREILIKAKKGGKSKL
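Compounds were tested as concentration series (qHTS) against purified P. pyralis luciferase with luciferin and 10 uM ATP in 50 mM imidazole pH 7.2, 50 mM KCl, 7 mM MgCl2, 0.01% Tween 20, 0.05% BSA. Luminescence was read after 8 min at ambient temperature.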
HBB splicing: qHTS Assay for Modulators of Hemoglobin Beta Chain Splicing | HBB splicing reporter cell assay, activation; EGFP reporter with mutant IVS2-654 intron; response scale: normalised to 500 nM splice-correcting PNA | Potency, µM (series often up to 46.1 µM), without a hit: at the highest dose activation, actives largely listed as activators | 65,000 compounds, 0.06% hits | AID 925, 2007; note: potency is the fitted concentration of half-maximal effect; 0% is about no effect
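HeLa cells stably expressing EGFP interrupted by mutant beta-globin intron 2 (IVS2-654), 500/well in 2% FCS. Treated with compound for 2 days at 37C. Splicing correction scored as total well GFP intensity (488 nm excitation, 500-520 nm emission); 500 nM antisense PNA served as control.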
A350 fluor: qHTS Assay for Spectroscopic Profiling in A350 Spectral Region. Compound autofluorescence, 340/450 nm, Alexa 350 dye-equivalents; hits give high values. max dye-equivalent concentration, M. 59,000 compounds, 11% hits; in the data active = max dye-equivalent concentration above about 10 nM; inconclusive = mostly about 1.1 nM to 9.6 nM
ERK AVP inh: qHTS Assay for Inhibitors of the ERK Signaling Pathway using a Homogeneous Screening Assay. HEK293-V1b, vasopressin-stimulated pERK AlphaScreen. Potency, µM (titrated, usually from 57.5 µM), for the others: at the highest dose activity, negative = inhibition, usual class: inhibitors. 72,000 compounds, 0.99% hits. AID 995, 2007; note: potency is the fitted concentration of half-maximal effect; % is set by controls: 0 for no effect and ±100 for the full control effect; nearly all actives have a fitted effect of over 55% in size
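Overnight-seeded V1b-HEK293 cells in 1% FBS got compound, then vasopressin (25 nM final, 5 min, 37C), then lysis buffer. AlphaScreen detection of phospho-ERK; activity normalized to basal and full-stimulation controls.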
Ub-GFP proteasome: Ubiquitin-GFP Assay. Ubiquitin-GFP reporter cells, proteasome inhibition, GFP fluorescence; response scale: untreated = 0%, 10 µM MG-132 = 100%. Potency, µM (series often up to 45.9 µM), without a hit: at the top dose activation (GFP accumulation), hits mostly activators. 67,000 tested, under 10 active. AID 526, 2006; active = well fitted activation curve with a large enough effect, not every such curve was filed as active; inconclusive = small, poorly fitted or top-dose-only effect, or another doubt; inactive = no such curve, though single readings can be large or run the other way; note: potency is the fitted concentration of half-maximal effect
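U2OS Ub(G76V)-GFP reporter; O/N plating, 0.5% FBS; cpd 46 uM–2.9 nM, 4 h, 37 °C; GFP+ cell count, 488/515 nm; norm. to basal vs 10 uM MG-132; CRC fit.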
TexasRed autofl: qHTS Assay for Spectroscopic Profiling in Texas Red Spectral Region; 59,000 compounds, 0.06% hits; AID 587, 2007; max dye-equivalent concentration, M; Compound fluorescence, Texas Red channel, 547/618 nm; hits give high values; in the data active = max dye-equivalent concentration above about 10 nM; inconclusive = between about 1.1 nM and that limit
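Fluorescence at ex 547/em 618 nm, normalized against an on-plate Texas Red standard series to give dye-equivalent concentration per compound concentration. Buffer 100 mM Tris, pH 8.0; 15 min RT incubation before CCD imaging.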
* marks the source's active call; other numbers are inactive results; i = inactive; ? = inconclusive; nt = no result given; [ ] = dose if it differs, or a comment. Unless noted, calls come from the whole dose curve; as a rule, active = well fitted curve in the direction sought with a large enough effect; inconclusive = small, poorly fitted or top-dose-only effect, or another doubt; inactive = no such curve, though single readings can be large; an effect the other way counts as inactive or inconclusive. These rows are one share of the data; rates above refer to the full screens.

SMILES | CRE-bla Fsk | Hsp90 Hop PPI | 4-MU autofl | Fluorescein fluor | Epigenetic mod | FLuc inh | HBB splicing | A350 fluor | ERK AVP inh | Ub-GFP proteasome | TexasRed autofl
C=CCOc1nc(N2CCCC2)nc(N2CCCC2)n1 | 22% | 2% | i | i | 6% | 2% | -0.6% | i | ? | 6% | i
O=C1COC(c2ccccc2O)=NN1CCCN1CCCC1 | -8%[7.6 µM] | 2%[11 µM] | i | ? | 0%[9.22 µM] | 3%[11.4 µM] | 1.5%[9.22 µM] | i | -15%[11.5 µM] | -8%[9.17 µM] | i
COc1cccc(C(=O)CSc2nnc(-c3cccs3)o2)c1 | 4% | 1% | i | i | -2% | 0% | nt | i | -10% | -1% | i
CCCc1[nH]nc2c1C(Cc1ccccc1)C(C#N)=C(N)O2 (stereo unspecified) | 8% | 1% | i | i | -2% | 1% | nt | i | 1% | 3% | i
CC(=O)c1c(C)[nH]c(C(=O)OCC(=O)NCCc2ccc(F)cc2)c1C | -4% | -1% | i | ? | 2% | -5% | -1.7% | i | -22% | -2% | i
CC(C)C(C(=O)NC1CCCCC1)N(CC1CCCO1)C(=O)CNS(=O)(=O)c1ccc(F)cc1 (stereo unspecified) | 0% | -6% | i | i | 0% | 6% | nt | i | 1% | -3% | i
CC(C)CN1C(=O)c2ccc(C(=O)Nc3ccncc3)cc2C1=O | 3% | 0% | 1.4e-08M* | ? | 0% | -2% | 0.3% | 1.4e-08M* | ? | -6% | i
Cc1ccccc1OCC(=O)N(Cc1cccs1)C1CCS(=O)(=O)C1 (stereo unspecified) | -3% | 0% | i | i | 2% | 1% | 4.4%[0.369 µM] | ? | 5% | 9% | i
CCOc1cc(C(=O)Nc2ccc(N3CCN(S(C)(=O)=O)CC3)cc2)cc(OCC)c1OCC | -6% | -2% | i | i | -3% | -1% | -0.1% | ? | 7% | 10% | i
CC(C)C(=O)N(Cc1cc(=O)[nH]c2ccccc12)c1ccccc1 | 0% | -1% | i | i | 2% | 1% | -3.8%[57.5 µM] | i | -11% | -4% | i
c1coc(-c2nc(-c3ccco3)c(-c3ccco3)nc2-c2ccco2)c1 | -1% | ? | 1.5e-08M* | ? | 0% | -4% | -0.2%[57.5 µM] | 1.5e-08M* | -17% | 2% | i
CCOC(=O)c1ccccc1NC(=O)COc1ccccc1 | ? | ? | i | i | 0% | 3% | -0.3% | ? | 3% | 15% | ?
Cn1ncc(C#N)c1/N=C/N1CCOCC1 | -14% | -6% | i | i | 2% | 2% | -0.9% | i | -27% | 2% | i
CCOC(=O)N1CCN(C(=O)CSc2nnc(COc3ccc(Cl)cc3)o2)CC1 | -4% | -3% | nt | nt | 7% | -5% | -0.4% | nt | ? | 15% | nt
O=C(NCC1CCCO1)c1ccccc1-c1nc(-c2ccccc2)no1 (stereo unspecified) | 28% | 3% | i | i | 0% | -6% | 1.1%[1.84 µM] | i | -8% | 0% | ?
Cc1cc(C(c2nnnn2Cc2ccccc2)N2CCOCC2)c(C)n1-c1ccc2c(c1)OCO2 (stereo unspecified) | -17% | -13% | i | i | -2% | -1% | 0.9%[57.5 µM] | i | 3% | 1% | i
CC1(C)CC(=O)CC(C)(C)N1OC(=O)c1ccncc1 | 0% | -3% | i | i | 3% | 3% | 1.4% | i | 0% | 6% | i
CCOc1cc(S(=O)(=O)NC2CC(C)(C)NC(C)(C)C2)ccc1F | 0% | -3% | i | i | 0% | 5% | 4.3% | i | -16% | -2% | i
CN1CCN(C(=O)c2ccccc2-c2nc(-c3ccc(Cl)cc3)no2)CC1 | ? | -5% | i | ? | 4% | 1% | 1.7% | i | -11% | 1% | i
CCN(CC)C(=O)CSc1nc2ccccc2c(=O)n1CC1CCCCC1 | nt | nt | i | i | 0%[20.6 µM] | 0%[25.5 µM] | nt | i | nt | nt | i
CCOC(=O)C1=C(N)Oc2cc(C)n(CCc3ccc(OC)c(OC)c3)c(=O)c2C1c1cccnc1 (stereo unspecified) | ? | -6% | i | i | -3% | 1% | 0.5% | i | ? | ? | i
CCOC(=O)N1CCC(NC(=O)c2cc3c(-c4ccc(Cl)cc4)nn(C)c3s2)CC1 | -3% | -4%[2.3 µM] | nt | nt | nt | 2% | -0.4% | nt | -19% | 11% | nt
Cc1c(C)c2cc(Cl)c(O)c(CN(C)C)c2oc1=O | 10µM* | -3% | 1.4e-05M* | ? | 5% | 3% | 7.5% | 1.9e-05M* | -6% | -1% | i
COC(=O)c1cccc(Cn2nnc3ccccc3c2=O)c1 | 11% | -7% | i | i | 3% | 3% | -0.8% | i | -11% | -3% | i
O=C(N1CCCCCC1)N1CCN(S(=O)(=O)N2CCCCC2)CC1 | -3% | -5% | i | i | 0% | 0% | -1.2% | i | -18% | 3% | ?

Five successive entries out of the list so far:
SMILES | CRE-bla Fsk | Hsp90 Hop PPI | 4-MU autofl | Fluorescein fluor | Epigenetic mod | FLuc inh | HBB splicing | A350 fluor | ERK AVP inh | Ub-GFP proteasome | TexasRed autofl
C=CCOc1nc(N2CCCC2)nc(N2CCCC2)n1 | 22% | 2% | i | i | 6% | 2% | -0.6% | i | ? | 6% | i
O=C1COC(c2ccccc2O)=NN1CCCN1CCCC1 | -8%[7.6 µM] | 2%[11 µM] | i | ? | 0%[9.22 µM] | 3%[11.4 µM] | 1.5%[9.22 µM] | i | -15%[11.5 µM] | -8%[9.17 µM] | i
COc1cccc(C(=O)CSc2nnc(-c3cccs3)o2)c1 | 4% | 1% | i | i | -2% | 0% | nt | i | -10% | -1% | i
CCCc1[nH]nc2c1C(Cc1ccccc1)C(C#N)=C(N)O2 (stereo unspecified) | 8% | 1% | i | i | -2% | 1% | nt | i | 1% | 3% | i
CC(=O)c1c(C)[nH]c(C(=O)OCC(=O)NCCc2ccc(F)cc2)c1C | -4% | -1% | i | ? | 2% | -5% | -1.7% | i | -22% | -2% | i

Remaining list, next part.
SMILES | CRE-bla Fsk | Hsp90 Hop PPI | 4-MU autofl | Fluorescein fluor | Epigenetic mod | FLuc inh | HBB splicing | A350 fluor | ERK AVP inh | Ub-GFP proteasome | TexasRed autofl
COC(=O)c1ccccc1NC(=O)C1CCCC1 | 17% | 3% | i | ? | 4% | -1% | 0.1% | i | -21% | -3% | i
Fc1ccc(C(c2nnnn2C2CCCC2)N2CCN(Cc3ccccc3)CC2)cc1 (stereo unspecified) | -1% | -2% | i | i | -1% | 2% | 0.1%[57.5 µM] | i | -18% | -4% | i
COc1ccc(Cl)cc1NC(=O)N1CCN(CCc2ccccc2)CC1 | -16% | -1% | i | i | -2% | -2% | -2.9% | i | ? | 5% | i
O=C(Nc1cc(C(=O)N2CCCC2)ccc1N1CCCC1)c1ccccc1F | ? | -2% | i | ? | 4% | -1% | 0.3% | ? | 4% | -1% | i
O=C(O)CCc1ccc(-c2ccc(F)cc2)n1CCC(=O)O | 3% | -6% | ? | i | 10% | 2% | -1.1% | 1e-08M* | -13% | -6% | i
COc1ccc(-n2c(=O)c3c4c(sc3n3c(C)nnc23)CC(C)CC4)cc1 (stereo unspecified) | nt | nt | i | ? | 6%[20.6 µM] | 0%[25.5 µM] | nt | i | nt | nt | i
Oc1ccc(N=Cc2ccc(-c3cccs3)s2)cc1 | ? | -18%[11 µM] | nt | nt | -2% | -24% | 1.1%[0.0738 µM] | nt | -17% | 14%[9.17 µM] | nt
CN(C)CCCSC(=N)N | 0% | 2% | i | i | -2% | -1% | 0.0%[20.6 µM] | i | -6% | 3% | ?
CC(C)=CCC/C(C)=C/CCC(C)NCCN1CCNCC1 (stereo unspecified) | 1% | -3% | i | ? | 0% | 4% | 1.7%[57.5 µM] | i | 4% | -4% | i
COc1ccc(NC(=O)c2ccc3c(c2)C(=O)N(Cc2cccnc2)C3=O)cc1 | -1% | -3% | i | i | -3% | -4% | -0.6% | i | 4% | 1% | i
O=c1c[n+]([O-])c2ccccc2n1OCc1ccccn1 | 0% | -2% | 3.6e-08M* | i | 17% | 3% | ? | 3.7e-08M* | 1% | -5% | i
O=C(CCCCCC(=O)N(CCO)CCO)N(CCO)CCO | 0% | -2% | i | i | 1% | 2% | -0.1%[57.5 µM] | i | 1% | 2% | i
COc1ccc(CCn2c(C)ccc2C)cc1OC | nt | nt | i | ? | 0%[20.6 µM] | -1%[25.5 µM] | nt | i | nt | nt | i

Compound activity from PubChem BioAssay.
